Source: PubChem
GDH-TPI inh: GDH-TPI coupling enzyme inhibitors, primary screen, artefact control for M. tuberculosis FBA inhibitor project, biochemical, absorbance, full deck; inhibition, % at 4.8 µM; GDH-TPI coupled enzyme counterscreen, NADH absorbance; 360,000 compounds, 1.2% hits; in the data active = inhibition above about 30%;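 note: 0% = DMSO wells and 100% = wells lacking the enzyme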
MazF activator: activators of E. coli MazEF toxin-antitoxin RNase, primary screen, biochemical, fluorescence, uHTS; 350,000 compounds, 0.32% hits; AID 504720, 2011; FAM/BHQ RNA-DNA oligo cleavage fluorescence, 5 h; activation, % at 20 µM; in the data active = activation above about 50%
Target sequence (P0AE70 whole entry, looked up): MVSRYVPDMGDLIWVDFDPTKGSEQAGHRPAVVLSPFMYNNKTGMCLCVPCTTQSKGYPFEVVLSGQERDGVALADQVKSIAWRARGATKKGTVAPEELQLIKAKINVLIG
FBA Mtb inh: Mtb FBA enzyme inhibitors, primary screen, biochemical, fluorescence, strain H37Rv; AID 588726, 2011; Fructose-bisphosphate aldolase (Mycobacterium tuberculosis (strain ATCC 25618 / H37Rv)), …; inhibition, % at 1 µM; 360,000 compounds, 2.3% hits; purified M. tuberculosis FBA, fluorescence read-out; in the data active = inhibition above about 27%;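 note: 0% = vehicle and 100% = reference inhibitor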
Target sequence (P9WQA3 whole entry, looked up): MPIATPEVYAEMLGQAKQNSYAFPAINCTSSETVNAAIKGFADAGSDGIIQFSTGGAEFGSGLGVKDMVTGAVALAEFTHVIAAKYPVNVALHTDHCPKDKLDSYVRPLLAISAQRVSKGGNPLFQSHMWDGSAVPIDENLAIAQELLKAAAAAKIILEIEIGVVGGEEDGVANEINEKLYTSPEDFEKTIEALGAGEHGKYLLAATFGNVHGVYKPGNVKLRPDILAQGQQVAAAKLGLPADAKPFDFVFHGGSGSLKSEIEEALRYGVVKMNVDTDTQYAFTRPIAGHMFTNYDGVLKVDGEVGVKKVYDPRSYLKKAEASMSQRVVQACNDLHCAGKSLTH
FadD28 binding: inhibitors of FadD28 bisubstrate probe binding, primary screen, biochemical, fluorescence polarization, single point; Mycobacterium tuberculosis FadD28 fatty-acid-AMP ligase; inhibition, % at 12.5 µM; 360,000 compounds, 0.22% hits; AID 588549, 2011; in the data active = inhibition above about 8.5%, passing the limit was not always enough; inconclusive = no clear call, values can overlap the other calls
Mtb UGM inh: M. tuberculosis UGM enzyme inhibitors, primary screen, biochemical, fluorescence polarization, single point; UDP-galactopyranose mutase (Mycobacterium tuberculosis (strain ATCC 25618 / H37Rv)), …; purified UGM, fluorescence polarization probe displacement; inhibition, % at 10 µM; 320,000 compounds, 0.06% hits; AID 504406, 2011; in the data active = inhibition above about 10%, passing the limit was not always enough; inconclusive = no clear call, values can overlap the other calls
Target sequence (P9WIQ1 whole entry, looked up): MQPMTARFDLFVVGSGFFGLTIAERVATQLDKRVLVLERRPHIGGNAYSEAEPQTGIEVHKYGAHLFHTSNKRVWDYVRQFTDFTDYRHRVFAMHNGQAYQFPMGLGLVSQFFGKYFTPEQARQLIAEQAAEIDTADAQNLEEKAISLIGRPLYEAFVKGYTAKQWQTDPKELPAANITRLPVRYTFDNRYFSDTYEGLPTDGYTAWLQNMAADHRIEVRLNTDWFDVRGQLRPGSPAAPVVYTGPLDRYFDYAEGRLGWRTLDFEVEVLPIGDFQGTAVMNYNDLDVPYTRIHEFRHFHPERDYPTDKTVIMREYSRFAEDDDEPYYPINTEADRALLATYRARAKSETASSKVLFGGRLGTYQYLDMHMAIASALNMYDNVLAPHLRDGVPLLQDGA
BioA inh: M. tuberculosis BioA enzyme inhibitors, primary screen, biochemical, plate reader, single point, HTS | 360,000 compounds, 0.096% hits | 7,8-diaminopelargonic acid synthase BioA (Mycobacterium tuberculosis) | inhibition, % at 9.99 µM | AID 602481, 2012 | purified M. tuberculosis BioA enzyme; in the data active = inhibition above about 40%; inconclusive = no clear call, values can overlap the other calls
BoNT-F LC inh: BoNT/F light chain protease inhibitors, primary screen, biochemical, flow cytometry, MLPCN library; Multiplex microsphere protease cleavage assay; inhibition, % at 10 µM; 360,000 compounds, 0.22% hits; in the data active = inhibition above about 35%, passing the limit was not always enough; inconclusive = no clear call, values can overlap the other calls; note: plate controls were buffer without enzyme for full effect and enzyme alone for no effect
Rv3671c inh: Rv3671c serine protease inhibitors, primary screen, biochemical, fluorescence polarization, M. tuberculosis H37Rv; P9WHR9; AID 2606, 2010; inhibition, % at 5.96 µM; 320,000 compounds, 0.048% hits; in the data active = inhibition above about 38%;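 note: extracellular domain of Rv3671c used as enzyme; 0% = enzyme with DMSO and 100% = no enzyme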
PrPC surface inh: inhibitors of human cell surface prion protein PrPC, primary screen, cell-based, TR-FRET; AID 720596, 2013; Major prion protein (Homo sapiens), P04156; 370,000 compounds, 0.43% hits; inhibition, % at 13.8 µM; TR-FRET read-out; in the data active = inhibition above about 24%; note: 0% = median of the test wells and 100% = reference compound wells
* marks the source's active call; other numbers are inactive results; ? = inconclusive; · = not tested or not shown.

| SMILES | GDH-TPI inh | MazF activator | FBA Mtb inh | FadD28 binding | Mtb UGM inh | BioA inh | BoNT-F LC inh | Rv3671c inh | PrPC surface inh |
| --- | --- | --- | --- | --- | --- | --- | --- | --- | --- |
| Cc1cc(C)c(S(=O)(=O)N2CCN(C(=O)N(C)C)CC2)c(C)c1 | 5 | -7 | 0 | -2.2 | 2.8 | · | 1 | 3 | 3 |
| Cc1ccc(NC(=O)c2nnn(CC(=O)Nc3ccc4c(c3)OCO4)c2N)cc1C | 1 | 37 | 4 | -3.2 | 1.5 | 0.7 | -6 | -21 | 14 |
| O=C(CNC(=O)c1ccc(Br)o1)NCc1ccc(Cl)cc1Cl | -6 | 1 | -2 | -6.7 | -0.9 | -1.2 | 6 | · | 7 |
| Cn1cnnc1SCC(=O)NC(=O)NC1CCCC1 | 5 | -6 | 2 | -0.4 | -0.3 | -0.2 | -8 | -11 | 2 |
| Cc1ccccc1NC(=S)NCC(c1cccnc1)N1CCOCC1 (stereo not given) | -5 | 0 | 0 | -2.3 | 0.2 | -1.3 | -3 | 1 | -1 |
| S=c1[nH]nc(Nc2ccccc2)s1 | 3 | 3 | 4 | 1.5 | 1.3 | · | 4 | 5 | -5 |
| O=C(NC(=S)N1CCCCC1)C12CC3CC(CC(C3)C1)C2 | -4 | -3 | -4 | -0.8 | -1.2 | · | -15 | 9 | -4 |
| COc1ccc(S(=O)(=O)N(CC(=O)NC2CC3CCC2C3)c2ccccc2OC)cc1 (stereo not given) | 1 | 4 | 0 | -5.5 | -0.1 | · | 6 | -2 | -5 |
| C=C(C)C(=O)Nc1cccc(C2=NOC3(C2)C[C@@H](C(N)=O)N(C(=O)c2cc([N+](=O)[O-])cc([N+](=O)[O-])c2C)C3)c1 (stereo not given in full) | 3 | 3 | -1 | -4.3 | 0.7 | -1.5 | -5 | -3 | -25 |
| O=C(Cc1ccc([N+](=O)[O-])cc1)NCc1ccncc1 | 3 | -1 | -2 | -0.3 | -0.8 | · | 1 | 2 | -4 |
| O=c1c(-c2ccc3c(c2)OCCO3)c(C(F)(F)F)oc2cc(O)cc(O)c12 | 11 | 11 | -3 | -9.0 | 0.8 | 2.4 | -4 | -4 | 4 |
| C/C(=N/Nc1nc(-c2ccccc2F)nc2ccccc12)c1ccccc1O | 29 | -34 | -2 | 0.3 | 2.8 | -3.7 | -6 | -4 | 2 |
| CC(C)(C)OC(=O)C[C@@H]1C/C=C\C[C@@H](CC(=O)NCCO)C(=O)N[C@H](Cc2ccccc2)COC1=O | -4 | 4 | 1 | -3.0 | 0.2 | -1.1 | -11 | -6 | 1 |
| CC(C)CN1CCN(Cc2cc(F)ccc2-n2cccn2)CC1CCO (stereo not given) | 10 | 0 | -7 | -0.9 | 1.3 | · | 1 | -9 | 1 |
| CCCCN(CCCNC(=O)CN1C(=O)COc2ccc(S(=O)(=O)N3CCC(C)CC3)cc21)Cc1ccccc1 | -2 | 7 | 1 | -1.1 | -1.9 | 0.5 | -2 | -2 | 1 |
| COc1ccc(C2c3c(nc[nH]c3=O)Oc3nc[nH]c(=O)c32)cc1 | 9 | · | -3 | · | -0.9 | -0.4 | 24 | -7 | · |
| COc1cccc(-c2cccc(NC(=O)C3CCN(Cc4cnn(C)c4)CC3)c2)c1 | -3 | 0 | 0 | -0.8 | -1.1 | -3.6 | -164 | -7 | -3 |
| CCOC(=O)c1c(C)[nH]c(C(=O)COC(=O)c2ccco2)c1C | 18 | -6 | 3 | · | -1.0 | -2.1 | 1 | -3 | 6 |
| CC1CCCCC12NC(=O)N(CC(=O)NCCc1ccccn1)C2=O (stereo not given) | 8 | -2 | -1 | -0.7 | 1.2 | -0.3 | 1 | -5 | 2 |
| CCC(=O)N1CCc2cc(S(=O)(=O)CCC(=O)NCc3ccc(OC)cc3)ccc21 | 2 | -34 | -3 | -0.3 | 0.7 | -1.9 | 1 | 9 | 3 |
| Cc1ccccc1C1C(C#N)=C(N)N(N(C)C)C2=C1C(=O)CC(C)(C)C2 (stereo not given) | 17 | 7 | 1 | -1.2 | -0.2 | · | 18 | 0 | -1 |
| COc1cc(CNC(=O)c2ccccc2NC(=O)C2=C(C)OCCS2)cc(OC)c1OC | -4 | 6 | 0 | -2.0 | 0.3 | -0.9 | 2 | 0 | -4 |
| CC(NCc1ccc(OCc2ccc(Cl)cc2)cc1)C(O)c1ccccc1 (stereo not given) | -1 | 22 | -2 | -4.8 | -0.1 | -1.0 | -26 | 7 | 0 |
| Cc1ccc(NC(=O)COC(=O)CCC(=O)c2cccs2)cc1S(=O)(=O)N1CCOCC1 | 7 | -5 | 3 | 1.4 | 0.9 | 0.9 | -10 | -15 | 3 |
| N#CCCn1ncc2ccccc21 | -4 | 3 | 3 | -3.4 | 1.5 | -1.1 | -1 | 6 | 0 |
| CCc1ccc(N2CC(C(=O)OCC(=O)Nc3ccc(C#N)cc3)CC2=O)cc1 (stereo not given) | 0 | 2 | -3 | -2.8 | 1.9 | -1.9 | -1 | -15 | -7 |
| O=C(COc1cccnc1[N+](=O)[O-])Nc1cccc(S(=O)(=O)N2CCOCC2)c1 | 8 | 0 | 1 | -2.2 | -0.7 | · | -3 | -3 | -11 |
| Cc1ccccc1CNC(=O)C(=O)NCC1OCCCN1S(=O)(=O)c1ccc(F)cc1C (stereo not given) | -2 | -1 | 0 | -1.9 | 3.6 | 0.8 | 9 | 0 | 10 |
| Cc1ccc2cc(C)c(Sc3nnnn3-c3ccccc3)nc2c1 | 3 | 6 | -2 | -0.7 | 0.4 | 3.1 | -3 | -4 | -1 |
| O=C(CSc1nnc(-c2ccc(F)cc2)o1)N1CCCCC1 | -7 | 8 | 0 | -4.1 | 0.5 | · | 14 | -4 | 3 |
| Cc1ccc(S(=O)(=O)N2CCCCC2CCNC(=O)C(=O)NCc2cccnc2)cc1 (stereo not given) | 4 | 2 | 4 | -1.5 | 0.0 | · | 0 | 7 | 7 |
| O=C(Cc1ccc(Cl)cc1)Nc1ccc(SC(F)F)cc1 | 2 | -1 | -1 | -5.3 | 0.2 | -0.5 | -2 | -4 | 12 |
| O=C(O)c1ccc(/C=C/C(=O)c2ccc3c(c2)OCCCO3)cc1 | 17 | 10 | -2 | -3.3 | -0.3 | -0.4 | 7 | 10 | 3 |
| Cc1ccc2nc(Nc3ccccc3)cc(C)c2c1 | 17 | 8 | 4 | -0.2 | -0.2 | 0.1 | ? | -1 | 17 |
| S=C1CCC(c2ccc(Br)cc2)=NN1c1ccccc1 | 33* | 0 | -1 | -0.7 | 3.4 | · | -5 | -8 | -2 |
| CC1(C)NC(=O)N(CC(O)CN2C(=O)NC(C)(C)C2=O)C1=O | 3 | 7 | 2 | 0.8 | -0.6 | -1.9 | 0 | 2 | 1 |
| Cc1ccc(Cn2nnc3c(=O)n(CC(=O)OCc4ccccc4)cnc32)cc1 | 3 | 5 | -1 | -0.2 | -5.5 | 0.4 | -4 | -7 | 5 |
| Clc1ccc(SCc2cc(-c3ccc(Cl)cc3)on2)cc1 | -8 | -1 | 7 | 1.0 | 4.7 | -0.8 | -4 | 2 | 1 |
| O=C(Cc1ccc(Cl)cc1Cl)Nc1ccncc1Cl | -11 | -9 | -2 | -3.2 | -0.5 | -4.7 | -2 | -1 | 11 |
| Cc1nc2ccc(F)cc2cc1C(=O)Nc1ccc(Cl)c(Cl)c1 | 7 | 39 | -2 | -0.2 | -0.6 | · | -5 | -23 | 2 |

Complete entries, looked up by structure. Values in the order: GDH-TPI inh | MazF activator | FBA Mtb inh | FadD28 binding | Mtb UGM inh | BioA inh | BoNT-F LC inh | Rv3671c inh | PrPC surface inh
`O=C(O)c1ccc(/C=C/C(=O)c2ccc3c(c2)OCCCO3)cc1` in the list: 17 | 10 | -2 | -3.3 | -0.3 | -0.4 | 7 | 10 | 3
`Cc1ccc2cc(C)c(Sc3nnnn3-c3ccccc3)nc2c1` in the list: 3 | 6 | -2 | -0.7 | 0.4 | 3.1 | -3 | -4 | -1
`O=C(Cc1ccc(Cl)cc1)Nc1ccc(SC(F)F)cc1` in the list: 2 | -1 | -1 | -5.3 | 0.2 | -0.5 | -2 | -4 | 12
`Cc1ccc(S(=O)(=O)N2CCCCC2CCNC(=O)C(=O)NCc2cccnc2)cc1` (stereo not given) in the list: 4 | 2 | 4 | -1.5 | 0.0 | · | 0 | 7 | 7

The list continues:
canonical_smiles	GDH-TPI inh	MazF activator	FBA Mtb inh	FadD28 binding	Mtb UGM inh	BioA inh	BoNT-F LC inh	Rv3671c inh	PrPC surface inh
CCOc1ccc(C(O)(c2ccccc2)C(CN2CCCC2)c2ccccc2)cc1 (stereo not given)	6	10	2	-1.0	-1.7	0.4	24	4	-1
CN(C)CCn1c2c(c(SCC(=O)Nc3ccc4c(c3)OCCO4)nc1=O)CCCC2	0	-4	-2	-2.4	-3.8	6.8	13	-5	-4
N#CC1(NC(=O)CSc2nc3ccc([N+](=O)[O-])cc3s2)CCCCC1	13	-2	2	-2.9	-0.7	·	8	1	-25
Cc1cc(C)c(C)c(S(=O)(=O)N2CCC(C(=O)NCc3ccco3)CC2)c1C	2	-5	0	-1.7	-2.7	0.1	3	-6	-1
COc1cccc(/C=N/NC(=O)c2cnccn2)c1	8	5	-1	-2.0	0.0	·	0	8	6
COc1cnc(-c2ccccn2)nc1N(C)c1ccccc1	6	5	3	-5.3	1.3	0.6	?	-9	34*
COc1cc(NC2=Nc3cccc4cccc2c34)cc(OC)c1OC	3	3	-3	0.0	0.2	·	-5	-3	4
O=C(NCCc1ccc(C(F)(F)F)cc1)c1ccc(Cl)nc1	-9	2	-4	-4.9	0.8	·	8	-2	5
CCn1cc(Br)c(C(=O)Nc2ccc(F)cc2F)n1	19	5	4	-0.7	0.1	·	·	6	-8
CCNS(=O)(=O)c1c(C)cc(C)c(N(C)S(=O)(=O)c2ccccc2)c1C	-4	-2	-3	-3.2	3.1	·	-1	-4	-3
Cc1cc(C(=O)CCC(=O)N(C)CC(=O)Nc2ccc(OC(F)(F)F)cc2)c(C)s1	-2	-3	-2	-0.8	·	-1.6	-8	·	0
C/C(=N\NC(=O)c1ccc(N(C)C)cc1)c1ccc(C)c(C)c1	13	5	1	-0.1	3.4	·	-10	11	3
c1ccc(Nc2nc(N3CCCC3)nc(N3CCOCC3)n2)cc1	11	-2	4	-2.9	-0.8	-0.8	-7	-3	-6
Cc1cc(C)n(C(C)CC(=O)Nc2ccc(-c3ccno3)cc2)n1 (stereo not given)	16	2	1	-1.5	1.2	1.8	-3	8	-9
CC(NC(=O)c1ccccc1Br)c1nnc(SCC(=O)NC2=NCCS2)n1C (stereo not given)	-1	-1	1	0.2	1.2	·	12	4	-4
